# Screening results deposited in PubChem by National Center for Advancing Translational Sciences (NCATS).
# Nrf2 activator = activates Nrf2 signaling; actives 0.31% (n = 410,000); Potency, µM (titrated, usually from 46.1 µM), for the others: top-dose activation, actives largely listed as activators; AID 624171; AREc32 ARE-luciferase reporter (MCF7-derived line), luminescence, 24 h; note: potency is the fitted concentration of half-maximal effect; % of control where 0% means no effect; nearly all actives have a fitted effect of over 65% in size
#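 Steps: seed AREc32_Fluc cells (1000/well, 5% FBS OPTI-MEM); incubate overnight at 37 deg C; add 23 nL compound; incubate 24 hr; add Steady-Glo; hold 30 min RT; read luminescence.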
# A549 tox = A549 cytotoxicity, counter-screen for Nrf2 inhibitors; A549 ARE-Fluc cells, CellTiter-Fluor viability, 18-24 h; Potency, µM (doses to about 46 µM), without a hit: at the top dose activity change, negative = cytotoxicity, most hits filed as inhibitors; actives 0.16% (n = 390,000); note: potency is the fitted concentration of half-maximal effect; % is set by controls: 0 for no effect and ±100 for the full control effect
#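 A549 ARE_Fluc cells in 5% FBS OPTI-MEM were exposed to compounds in concentration-response for 18-24 h at 37 deg C. Viability was read by CellTiter-Fluor fluorescence (Ex 405/Em 525) after 30 min, before the luciferase read.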
# Abeta rescue = compounds reversing amyloid beta toxicity in yeast | actives 0.063% (n = 410,000) | AID 1347071 | Potency, µM (top dose mostly 46.1 µM), for the others: at the top dose growth rescue, most hits filed as activators | yeast expressing A-beta42, growth rescue, OD600, 48 h; response scale: 0% DMSO, 100% iron-clioquinol control; note: potency is the fitted concentration of half-maximal effect; nearly all actives have a fitted effect of over 55% in size
#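 Growth rescue measured by 600 nm absorbance after 48 h yeast culture at 30 C with compound. Values normalized between DMSO and an equimolar ferric chloride plus clioquinol control.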
# CCT modulator = changes cytosolic chaperonin activity; purified chaperonin ATPase assay, HTRF ADP detection, 30 min; activity change, % (concentration not given with the values), hits read low; actives 0.3% (n = 360,000); AID 651819; in the data active = activity change below about -30%; note: % is set by controls: 0 for no effect and ±100 for the full control effect
#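 TRiC at 40 or 20 nM final (batch-dependent) in 30 mM Tris pH 7.4, 100 mM KCl, 5 mM MgCl2, 1 mM DTT, with compound at single 76 uM and 10 uM ATP, 30 min at 37 deg C. ADP detected by HTRF Transcreener, 665/615 ratio.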
# Akt phos inh = Akt phosphorylation inhibition. Neuro2A IGF-stimulated pAkt S473 HTRF, 20 min; active compounds read low. activity change, % for hits at 50 µM. actives 0.32% (n = 360,000). AID 651550; in the data active = activity change below about -80%; inconclusive = mostly about -51% to -80%; note: % is set by controls: 0 for no effect and ±100 for the full control effect
#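 Neuro2A cells (4,500/well, DMEM with 0.5% FBS) were treated with compound at a single 50 µM final concentration, stimulated with 6 nM IGF for 20 min at 37 °C, and lysed. Phospho-Akt Ser473 was read by HTRF as 665/615 ratio ×10^4.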
# Nrf2 inh = inhibitors of Nrf2 signaling. Potency, µM (highest dose often 46 µM), without a hit: at the highest dose activity change, negative = inhibition, hits mostly inhibitors. actives 2.1% (n = 360,000). A549 ARE-Fluc reporter, luciferase luminescence, 18-24 h. AID 504444; note: potency is the fitted concentration of half-maximal effect; % is set by controls: 0 for no effect and ±100 for the full control effect; nearly all actives have a fitted effect of over 60% in size
#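 Nrf2 function is reported as luminescence of an ARE-controlled luciferase in A549 cells. Compounds were tested at several concentrations, and a CellTiter-Fluor read on the same wells flagged cytotoxicity.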
# HepG2 viability = counter-screen for TGF-b inhibitors: cytotoxicity in HepG2 cells; HepG2 CAGA-GFP viability, ATP luminescence, 18 h; Potency, µM (doses to about 46.1 µM), for the others: top-dose activity change, negative = cytotoxicity, hits mostly cytotoxic; actives 0.76% (n = 410,000); AID 588856; note: potency is the fitted concentration of half-maximal effect; some results filed as inactive show a strong effect at the top dose
#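 CellTiter-Glo luminescence gave cytotoxicity after 18 hours at 37 degrees C. The cells were HepG2 CAGA-GFP in 1% FBS DMEM, stimulated with 500 pg/mL TGF-beta after compound addition. %Activity was normalised to no-cell wells (complete cell-killing) and DMSO (no toxicity), and curves were fitted and classified.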
# TGFb SMAD3 inh = blocks TGF-b signaling; Potency, µM (titrated, usually from 46.1 µM), for the others: top-dose activity, negative = inhibition, hits mostly inhibitors; HepG2 CAGA-GFP TGF-b/SMAD3 reporter, GFP fluorescence, 18 h; TGF-beta stimulated, 500 pg/mL final; actives 1.2% (n = 410,000); note: potency is the fitted concentration of half-maximal effect; % is set by controls: 0 for no effect and ±100 for the full control effect; nearly all actives have a fitted effect of over 65% in size
#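 Using HEPG2 CAGA-GFP reporter cells at 1000 cells/well, we pinned test compounds, stimulated with recombinant TGF-beta (500 pg/mL final) and measured total well GFP after 18 h.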
# MmCpn inh = inhibitors of Methanococcus maripaludis chaperonin (MmCpn); AID 504842; actives 0.031% (n = 330,000); Potency, µM (titrated, usually from 76.9 µM), for the others: at the top dose activity, negative = inhibition, actives largely listed as inhibitors; purified Mm-Cpn ATPase, ADP Transcreener TR-FRET; note: potency is the fitted concentration of half-maximal effect; % is set by controls: 0 for no effect and ±100 for the full control effect; nearly all actives have a fitted effect of over 80% in size
#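 Inhibition of chaperonin ATP hydrolysis is measured as reduced ADP production, detected by competitive TR-FRET in which signal falls with ADP. Final enzyme 25 nM and ATP 10 uM, reacted 30 min at 37°C.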
# Active calls of the source: *; i = inactive; ? = inconclusive; · = not tested or not shown; [ ] = remark or other dose. Unless noted, calls come from the whole dose curve; as a rule, active = well fitted curve in the direction sought with a large enough effect; inconclusive = small, poorly fitted or top-dose-only effect, or another doubt; inactive = no such curve, though single readings can be large; an effect the other way counts as inactive or inconclusive.
SMILES,Nrf2 activator,A549 tox,Abeta rescue,CCT modulator,Akt phos inh,Nrf2 inh,HepG2 viability,TGFb SMAD3 inh,MmCpn inh
O=C1CN(C(=O)c2ccccc2C(F)(F)F)C(c2ccccc2)c2cc(F)ccc2N1 (stereo unspecified),4.0%,1%,3%,·,·,-8%[9.27 µM],-71%,0%,·
O=C(CSc1ccc2ccccc2c1)NCc1cccs1,0.0%,2%,13%,-0.9,i,-3%,26%,9%,-7%
COc1cc(CCN(C(C)=O)C2C(=O)Nc3ccccc3N=C2c2ccc3c(c2)OCO3)cc(OC)c1 (stereo unspecified),-0.4%,·,5%,-2.5,i,·,-7%,-15%,·
Cc1sc(NC(=O)CSc2nnc(CCNC(=O)c3cccs3)n2C)nc1-c1ccccc1,0.3%,-12%,9%,-1.0,i,?,-11%,11%,-1%
CCOC(=O)C1(CCOC)CCN(Cc2ccccc2-c2ccco2)CC1,4.1%[9.22 µM],-5%,-3%,0.1,i,-16%,-16%,-7%,0%
Cn1c(=O)n(C)c2cc([N+](=O)[O-])c(N3CCN(S(=O)(=O)c4ccc5ccccc5c4)CC3)cc21,0.0%,-6%,-3%,-3.2,i,5.8µM*,-3%,?,2%
CCc1cc(Cn2nc(-c3ccccc3)cc2C(=O)O)on1,-0.9%,14%,-7%,-1.0,i,4%,-21%,?,0%
Cc1ccc2c(c1)C(c1ccccc1)N(C(=O)c1cc3ccccc3oc1=O)CC(=O)N2 (stereo unspecified),0.4%,-5%,-5%,-2.6,i,18%,-3%,2%,0%
NNC(=O)C1COc2cc3ccccc3cc2O1 (stereo unspecified),-1.0%,-23%,4%,4.2,i,?,6%,0%,-8%
CCN1CCN(S(=O)(=O)c2ccc(Cl)c(C(=O)Nc3nnc(CC(C)C)s3)c2)CC1,2.6%,-3%,8%,-0.8,·,?,-12%,2%,2%
Cc1c(C)n2c3c(cccc13)CC2,-0.6%,0%,-12%,-1.5,i,11%,-4%,-10%,1%
COC(=O)/C(=C(O)\C=C\c1ccccc1[N+](=O)[O-])c1nc2ccccc2[nH]1,?,-19%,5%,1.8,i,0%,-18%,-1%,1%
CC(C)CC(NC(N)=O)C(=O)Nc1ccc(Oc2ccccc2)cc1 (stereo unspecified),0.1%,2%,3%,0.3,i,-17%,-7%,1%,-6%
Cc1cc(C2=NNC(=NC3CCCCC3)SC2)c(C)n1-c1c(C)n(C)n(-c2ccccc2)c1=O,0.6%,16%,-8%,-2.0,i,-9%,-13%,-29%,0%
C=CCNC(=O)c1onc(CSc2cccc3ccccc23)c1C(=O)O,0.0%,14%,-2%,-0.7,i,?,-13%,9%,-1%
Cn1c(=O)[nH]c(=O)c2c1nc(CN1CCOCC1)n2CCc1ccccc1,-0.3%,?,-9%,0.1,i,8%,-1%,-10%,0%
COC(=O)c1ccccc1NC(=O)C1CCN(S(=O)(=O)c2cc(OC)ccc2OC)CC1,-0.1%,·,-14%,-2.4,i,?,-22%,-3%,-5%
Cc1ccc(NC(=O)CSc2nnc3ccccn23)cc1S(=O)(=O)N1CCOCC1,-0.1%,1%,8%,0.0,i,1%,-4%,-17%,5%
O=C(NCCO)NC(=S)c1ccccc1,0.0%,-10%,-3%,0.4,i,8%,3%,-4%,-20%
CN(C)c1ccc(/C=N\S(=O)(=O)c2ccccc2)cc1,0.3%,0%,5%,-1.9,i,0%,0%,1%,0%

# The last 4 entries of the part before lead into the next:
SMILES,Nrf2 activator,A549 tox,Abeta rescue,CCT modulator,Akt phos inh,Nrf2 inh,HepG2 viability,TGFb SMAD3 inh,MmCpn inh
COC(=O)c1ccccc1NC(=O)C1CCN(S(=O)(=O)c2cc(OC)ccc2OC)CC1,-0.1%,·,-14%,-2.4,i,?,-22%,-3%,-5%
Cc1ccc(NC(=O)CSc2nnc3ccccn23)cc1S(=O)(=O)N1CCOCC1,-0.1%,1%,8%,0.0,i,1%,-4%,-17%,5%
O=C(NCCO)NC(=S)c1ccccc1,0.0%,-10%,-3%,0.4,i,8%,3%,-4%,-20%
CN(C)c1ccc(/C=N\S(=O)(=O)c2ccccc2)cc1,0.3%,0%,5%,-1.9,i,0%,0%,1%,0%
COC(=O)CN1C(=S)N(c2ccc(OC)cc2)C(=O)/C1=C/c1ccc(OC)cc1,-0.1%,2%,-7%,0.4,i,-10%,-15%,?,0%
CC(C)n1nc(C(=O)Nc2ccc3c(c2)OCO3)c2ccccc2c1=O,5.8%,-11%,8%,-5.0,i,11%,-4%,7%,-7%
COc1ccc(-c2nnc(SCC(=O)c3cccs3)o2)cc1,4.6%,9%,13%,-4.9,i,·,-22%,-17%,-23%
COc1ccc([N+](=O)[O-])cc1/C=N/Nc1nc(N2CCCCC2)nc(N2CCCCC2)n1,-0.5%,8%,-7%,-2.3,i,-3%,7%,1%,-20%
N#Cc1cccc(C(=O)N(CCc2ccccc2)Cc2cccs2)c1,5.2%,0%,-21%,0.0,i,-30%,-2%,15%,0%
CC(C)c1ccccc1NC(=O)COC(=O)c1cccnc1,-0.1%,4%,-11%,2.1,i,13%,10%,-19%,0%
Cc1ccc(S(=O)(=O)n2nc(-c3cccnc3)nc2N)cc1,-0.1%,-5%,10%,-0.6,i,6%,3%,-8%,-1%
CN1CCN(C(N)=NC(=O)c2ccccc2)CC1,0.2%,7%,-12%,-1.8,i,0%,-8%,0%,2%
CCc1nc2c(OCc3ccccc3C(=O)OC)cccn2c1N(C)C(=O)c1cccc(OC)c1,3.2%,·,7%,-7.5,i,·,-1%,2%,·
COc1ccc(NS(=O)(=O)c2cccc(C(=O)N3CCN(Cc4cc(OC)ccc4OC)CC3)c2)cc1,-0.3%,2%,11%,-0.3,i,-20%,-18%,0%,1%
CC1CN(C(=O)C2CCCN2S(=O)(=O)c2ccc(Cl)cc2)CC(C)O1 (stereo unspecified),-0.1%,19%,2%,-2.6,i,27%,0%,2%,-26%
Cn1cccc1C(=O)OCC(=O)Nc1ccc2[nH]c(=O)[nH]c2c1,-0.8%,-2%,2%,-1.3,i,15%,1%,5%,-7%
CCOC(=O)c1[nH]c(=O)[nH]c1CSc1ccccn1,-0.4%,-16%,-11%,0.2,i,-8%,-2%,13%,0%
Cc1ccc(CSc2sc(C(=O)c3ccccc3)c(N)c2C#N)cc1,0.4%,-3%,-8%,-3.7,i,·,17%,24%,-4%
Cn1nnnc1SCCNC/C=C/c1ccccc1,-0.7%,4%,27%,-4.0,?,11%,-9%,-6%,0%
O=S(=O)(Nc1cccnc1)c1ccc2c(c1)OCCO2,0.1%,-10%,-11%,-3.6,i,-19%,-28%,-8%,2%
COc1ccc(OCC(O)CNC(=O)Nc2cc(C)cc(C)c2)cc1 (stereo unspecified),-0.5%,-8%,8%,-1.4,i,-16%,-16%,?,1%
CN1C(=O)Cc2cc(S(=O)(=O)NCc3ccc(Cl)cc3)ccc21,1.2%,4%,-6%,·,·,·,-13%,-2%,·
CCc1cccc(NC(=O)Cn2ncn3c(cc4ccccc43)c2=O)c1,-0.6%,1%,-10%,-1.7,i,-14%,-19%,-11%,-7%
COc1ccc(CC(=O)Nc2cccc(Cl)c2C)cc1S(=O)(=O)N1CCOCC1,0.2%,7%,-2%,-0.1,i,12%,-7%,13%,0%
CCCCCCCCC(=O)NNC(=O)c1c(O)c2ccccc2n(CC)c1=O,4.8%,-18%,-23%,-4.8,i,?,6%,-5%,4%
O=C(O)c1ccccc1-c1nc2ccccc2c(=O)[nH]1,2.3%,5%,-7%,-2.7,-105%*,2%,-1%,-10%,-2%
COc1ccc(OC)c(Nc2ncnc3ccccc23)c1,3.9%,0%,18%,1.7,i,?,9%,-4%,-1%
CCOC(=O)C1C(=O)OC(C)(C)C1C(C)C(=O)c1ccccc1 (stereo unspecified),0.2%,-3%,15%,-1.5,i,6%,10%,5%,1%
Cc1cc(Cl)c(S(=O)(=O)N2CCN(c3ccccn3)CC2)cc1OCC(=O)NC1CCCCC1,-0.1%,-16%,1%,1.2,i,?,-22%,10µM*,-1%
OCCN1CCN(c2cc(-c3ccccc3)c3ccccc3n2)CC1,3.2%,-10%,16%,1.5,i,10%,-9%,5%,-2%
CC(C)(C)NC(=O)Cn1c(SCC(N)=O)nc2ccccc21,-0.5%,-4%,3%,-2.1,i,-24%,-7%,3%,-4%
CN(C)CCN(Cc1ccco1)S(=O)(=O)c1cc2c(cc1Cl)NC(=O)CO2,-0.6%,12%,-5%,·,·,·,-5%,0%,·
Cc1cccc(N(CC(=O)NCCc2ccccc2)C(=O)c2csnn2)c1,-0.8%,-16%,-1%,1.3,i,-6%,6%,0%,1%
O=C(Nc1ccc(-c2csc(-c3ccccc3)n2)cc1)c1ccccc1Cl,2.9%,-5%,21%,-3.4,i,?,-3%,-11%,-7%
Cc1cc(C)cc(NC(=O)C2CCCN(S(=O)(=O)c3cnc[nH]3)C2)c1 (stereo unspecified),0.4%,-3%,-6%,-0.2,i,0%,-34%,-17%,3%
CCOC(=O)N1CCC(NC(=O)CS(=O)(=O)Cc2nc(-c3ccccc3C)oc2C)CC1,-0.5%,5%,10%,0.7,i,-6%,-8%,-14%,0%
Cc1nc2ccccc2c(=O)n1CCCO,-0.8%,-8%,0%,-2.8,i,2%,-5%,22%,-1%
Cc1cccc(C)c1Nc1c(-c2ccsc2)nc2ccc(Cl)cn12,-1.0%,-6%,-11%,·,·,-18%,-2%,7%,·
